AT treatment: potential ataxia-telangiectasia treatment; […] A-T fibroblasts, KAP-1 phosphorylation AlphaLISA; neocarzinostatin DNA damage 30 min before lysis; Potency, µM (series often up to 57.5 µM), without a hit: at the top dose activation, most hits filed as activators; hit rate 0.19% among 320,000; also: potency is read from the fitted curve at half-maximal effect; % of control where 0% means no effect; nearly all actives have a fitted effect of over 45% in size
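ATM-like activity read as KAP-1 phosphorylation via AlphaLISA donor/acceptor antibody pairs after lysis and 6 hr at 25C. Cells were ATM-null patient fibroblasts ([…], hTERT), dosed 60 min, then exposed to the DSB inducer NCS for 30 min.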
TSG101-PTAP inh: blocks PTAP/TSG101 interaction to inhibit HIV-1 budding. Q99816. Fluorescence polarization, FITC-PTAP peptide / Tsg101 binding. Potency, µM (top dose mostly 115 µM), for inactives: at the top dose activity change, negative = inhibition, usual class: inhibitors. 340,000 tested, under 10 active. AID 493005; active = well fitted inhibition curve with a large enough effect in the main read-out, with a control signal flat, not every such curve was filed as active; inconclusive = small, poorly fitted or top-dose-only effect, or effect the other way, or a change in a side signal; inactive = no such curve, though single readings can be large or run the other way; also: potency is read from the fitted curve at half-maximal effect; % of control where 0% means no effect
Target sequence (Q99816 whole entry, looked up): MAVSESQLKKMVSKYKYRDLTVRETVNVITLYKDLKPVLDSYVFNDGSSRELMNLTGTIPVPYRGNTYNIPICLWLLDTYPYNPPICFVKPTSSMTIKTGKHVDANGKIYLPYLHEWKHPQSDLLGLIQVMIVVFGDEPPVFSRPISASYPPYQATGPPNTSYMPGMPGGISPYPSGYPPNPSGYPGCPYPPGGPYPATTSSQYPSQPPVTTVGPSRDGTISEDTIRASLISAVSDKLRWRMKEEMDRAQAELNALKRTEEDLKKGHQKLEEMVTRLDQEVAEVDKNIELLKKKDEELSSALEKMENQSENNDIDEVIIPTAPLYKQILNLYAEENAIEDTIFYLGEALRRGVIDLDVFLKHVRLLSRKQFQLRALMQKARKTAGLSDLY
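Steps: Tsg101 binding domain dispensed (10 uM final), compounds pinned in DMSO, FITC-labeled PTAP-motif peptide added (50 nM final); after 20 min binding at room temperature, polarization measured.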
TCR activator: activates T cell receptor signaling; primary human leukocytes, anti-CD3, IL-2 HTRF, 48 h; Potency, µM (series often up to 9.22 µM), inactives show at the highest dose activation of IL-2 secretion, actives largely listed as activators; 330,000 tested, under 10 active; AID 504894; also: % of control where 0% means no effect
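Human primary leukocytes + a-CD3 beads + cpd, 48 hr; IL-2 in supernatant by HTRF (ex 320nm / em 665nm). No co-stimulatory signal supplied.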
Eya2 phos inh: Eya2 (human) phosphatase inhibition; O00167; recombinant Eya2, OMFP fluorescence dephosphorylation (OMFP is methylfluorescein phosphate); AID 488837; Potency, µM (titrated, usually from 76.9 µM), for the others: at the top dose activity, negative = inhibition, actives largely listed as inhibitors; hit rate 0.006% among 330,000; also: potency is read from the fitted curve at half-maximal effect; % is scaled to controls: 0 for no effect and ±100 for the full control effect
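Eya2 (0.2 uM) preincubated 10 min at ambient with compound, then OMFP substrate added at 50 uM; 10 min reaction in 50 mM HEPES pH 7.5, 50 mM NaCl, 5 uM MgCl2, 0.05% BSA, 1 mM DTT. Fluorescence read at Ex 485/Em 525 nm.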
Tb PFK inh: inhibitors of T. brucei phosphofructokinase; O15648; T. brucei PFK, ADP-Glo luminescence; Potency, µM (doses to about 57.5 µM), for inactives: at the highest dose activity, negative = inhibition, usual class: inhibitors; hit rate 0.17% among 330,000; AID 485367;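 also: potency is read from the fitted curve at half-maximal effect; 0% = uninhibited 1x PFK enzyme wells and -100% = no-enzyme wells; nearly all actives have a fitted effect of over 60% in size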
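1.25 nM PFK with 0.5 mM F6P and 0.1 mM ATP in 0.1 M TEA pH 8.0, 5 mM MgCl2, incubated 45 min at room temperature; ADP measured by ADP-Glo luminescence; compounds titrated up to 57 uM.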
Mito fusion act: inhibitors of mitochondrial division or activators of mitochondrial fusion. S. cerevisiae fusion-defective mutant growth rescue, CellTiterGlo 48 h. Potency, µM (top dose mostly 46.1 µM), inactives show at the top dose growth rescue (activation), hits mostly activators. hit rate 0.23% among 320,000. AID 485298;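 also: potency is read from the fitted curve at half-maximal effect; % of control where 0% means no effect; nearly all actives have a fitted effect of over 45% in size; temperature-sensitive fusion mutants such as fzo1-1 at 37 °C on non-fermentable ethanol glycerol medium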
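Growth-rescue viability read-out: after 48 h at the non-permissive 37C in glycerol/ethanol YPEG, yeast mitochondrial fusion mutants are measured by CellTiterGlo luminescence; compounds (23 nl pinned per well) restoring growth score as division inhibitors or fusion activators.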
Chronic BCR inh: blocks chronic active B-cell receptor signaling; ABC-DLBCL IkBa-CBG/CBR reporter, luminescence ratio, 4 h; hit rate 0.05% among 340,000; Potency, µM (highest dose often 46.1 µM), for inactives: at the top dose ratio change, negative = lower green/red ratio, actives largely listed as inhibitors; active = well fitted inhibition curve with a large enough effect in the signal ratio, with a control signal flat, not every such curve was filed as active; inconclusive = small, poorly fitted or top-dose-only effect, or effect the other way, or a change in a side signal; the % refers to the signal ratio;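 also: potency is read from the fitted curve at half-maximal effect; plate controls were basal doxycycline-induced cells for no effect and cells given 10 µM MG132 for full effect; MG132 reads +100%, hits lower the ratio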
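TMD8 ABC-DLBCL cells carrying doxycycline-inducible green luciferase fused to IkappaBalpha plus unfused red luciferase were exposed to compounds (up to 46 uM) for 4 hrs at 37C. Activity came from the overlap-corrected green/red luminescence ratio.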
TSHR antagonist: blocks TSH signaling through the human TSH receptor | P16473 | TSHR-expressing cells, TSH-stimulated cAMP HTRF, 2 h; active compounds read low | activity change, negative = inhibition, % at 11.5 µM | hit rate 0.2% among 330,000 | AID 504810;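 active = activity change below a set negative limit, meaning inhibition stronger than a set level, cut at about -70% in these data; inconclusive = activity change between two set negative limits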; also: % is scaled to controls: 0 for no effect and ±100 for the full control effect
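TSHR-expressing cells were treated with compounds, then stimulated with TSH at EC80 (4nM final) for 2 hours at 37 deg C. Cellular cAMP was measured by HTRF competition between lysate cAMP and cAMP-d2 for a cryptate-labelled anti-cAMP antibody.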
a7 integrin act: activators of alpha7 integrin expression for muscular dystrophy. AID 624291. Potency, µM (highest dose often 38.3 µM), for inactives: top-dose activation, hits mostly activators. hit rate 0.064% among 350,000. alpha7betagal myoblasts, beta-gal FDG fluorescence, 48 h;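 also: potency is read from the fitted curve at half-maximal effect; 100% = response of the positive control SU9516; nearly all actives have a fitted effect of over 60% in size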
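alpha7betagal+/- myoblasts (passage 13, 250/well) treated 48 h at 37C with compounds at 1:260 dilution of DMSO stock. Lysed, then beta-galactosidase activity read as FDG fluorescence (ex 480/em 540) after 30 min, with pre-read for autofluorescence.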
ELG1 DNA repair: ELG1-dependent DNA repair inhibition | HEK293T ELG1-luciferase reporter, luminescence, 16 h; DNA damage induced by 5-fluorouridine | Potency, µM (titrated, usually from 46.1 µM), for inactives: at the top dose activity change, negative = inhibition, actives largely listed as inhibitors | hit rate 2.3% among 330,000; also: potency is read from the fitted curve at half-maximal effect; % is scaled to controls: 0 for no effect and ±100 for the full control effect; nearly all actives have a fitted effect of over 55% in size
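Overnight (16 hr) co-exposure of 2,000 cells/well to 5-fluorouridine and compound at 37 °C preceded detection. Luciferase was quantified via ONE-Glo luminescence; loss of signal denotes inhibition.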
ASM inhibitor: human S-ASM enzyme inhibition; hit rate 0.006% among 340,000; Potency, µM (titrated, usually from 57.5 µM), for inactives: at the top dose activity change, negative = inhibition, usual class: inhibitors; P17405; AID 504937; placental ASM, HMU-PC fluorogenic substrate, 60 min; also: potency is read from the fitted curve at half-maximal effect
Target sequence (P17405 47-631 limits assumed): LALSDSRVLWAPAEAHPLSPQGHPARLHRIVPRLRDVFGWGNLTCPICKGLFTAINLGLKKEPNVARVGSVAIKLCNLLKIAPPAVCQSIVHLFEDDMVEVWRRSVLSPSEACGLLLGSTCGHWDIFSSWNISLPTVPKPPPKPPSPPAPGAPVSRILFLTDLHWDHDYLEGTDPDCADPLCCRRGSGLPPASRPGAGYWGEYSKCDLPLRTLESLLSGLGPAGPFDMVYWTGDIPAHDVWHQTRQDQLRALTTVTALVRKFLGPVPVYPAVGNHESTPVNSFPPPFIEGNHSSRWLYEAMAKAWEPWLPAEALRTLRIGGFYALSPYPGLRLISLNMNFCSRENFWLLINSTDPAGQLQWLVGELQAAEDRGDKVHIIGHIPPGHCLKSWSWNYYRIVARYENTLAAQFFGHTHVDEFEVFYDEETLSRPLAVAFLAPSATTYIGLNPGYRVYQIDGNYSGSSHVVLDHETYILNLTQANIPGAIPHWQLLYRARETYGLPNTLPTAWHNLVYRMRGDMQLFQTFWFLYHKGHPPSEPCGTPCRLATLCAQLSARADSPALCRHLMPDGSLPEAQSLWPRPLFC
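Fluorescence read-out (Ex 386 nm, Em 447 nm) after stopping the reaction at pH 10. Enzyme: ASM from human placenta; substrate HMU-PC0, 9 uM final; 60 min, 37 °C. Compound preincubation 10 min, ambient temperature.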
Numbers without * were called inactive; ? = inconclusive; nt = no result given; [ ] = another dose, or the depositor's remark. Unless noted, calls follow the shape of the dose curve; as a rule, active = well fitted curve in the direction sought with a large enough effect; inconclusive = small, poorly fitted or top-dose-only effect, or another doubt; inactive = no such curve, though single readings can be large; an effect the other way counts as inactive or inconclusive.

SMILES	AT treatment	TSG101-PTAP inh	TCR activator	Eya2 phos inh	Tb PFK inh	Mito fusion act	Chronic BCR inh	TSHR antagonist	a7 integrin act	ELG1 DNA repair	ASM inhibitor
NC(=O)c1ccccc1NC(=O)N1CCOCC1	7%	-3%	nt	1%	-2%	2%	3%	-7	-6%	-5%	-1%
CC(=O)N/N=C/c1ccccc1OCCOc1cccc(C)c1	15%	-1%	nt	2%	2%	-3%	?	4	-49%	?	-1%
S=C(Nc1ccccc1Cl)N(Cc1ccccc1)Cc1cccnc1	-1%	-4%	-29%	-17%	-2%	-1%	-3%	-1	8%	-14%	6%
CCn1c2ccccc2c2cc(NC(=O)COC(=O)c3cc(Cl)c(N)cc3OC)ccc21	20%	-2%	-1%	6%	-2%	-8%	-5%	-8	5%	?	-12%
O=C(COc1ccc(S(=O)(=O)N2CCCCC2)cc1)NC1CCCCC1	5%	-6%	1%	-29%	-11%	-6%	-5%	-8	-19%	-5%	0%
COc1ccc(C2NC(=O)C(C#N)=C(S)N2c2ccccc2)cc1OC (stereo not given)	-1%	-1%	1%	-8%	3%	3%	?	-9	-8%	-4%	-3%
CCC(C)c1ccc(NC(=O)Nc2cnccn2)cc1 (stereo not given)	-9%	-2%	3%	-17%	-2%	8%	?	5	-11%	?	-1%
Cc1ccccc1C(=O)N1CCN(c2ccc(NC(=O)c3ccccc3[N+](=O)[O-])cc2)CC1	-5%	0%	nt	-2%	-5%	-7%	-1%	-19	3%	?	1%
CC(NC(=O)COC(=O)c1cc([N+](=O)[O-])ccc1N1CCOCC1)c1ccc(F)cc1 (stereo not given)	6%	-5%	-4%	10%	-18%	1%	-4%	-2	14%	-2%	-5%
Cc1ccnc(Sc2ccc([N+](=O)[O-])cc2[N+](=O)[O-])n1	15%	-6%	3%	-2%	1%	-19%	?	37	-69%[inhibitor][7.66 µM]	?	-3%
Cc1ccc(C)c(S(=O)(=O)c2c(C)cc(C)[nH]c2=O)c1	-14%	-1%	-2%	-11%	3%	4%	2%	8	-43%	3%	-3%
CCN(CCO)c1ncnc2c1sc1nc(C(C)C)c3c(c12)CC(C)(C)OC3	0%	-3%	-5%	-2%	-2%	7%	-5%	24	-11%	?	-1%
O=C(NC1CCS(=O)(=O)C1)/C(=C/c1ccco1)NC(=O)c1ccccc1 (stereo not given)	8%	-2%	11%	8%	?	-9%	-2%	30	1%	?	8%
COc1cccc(CN(C)C(=O)[C@@H](NC(=O)c2ccc(C)cc2)C(C)C)c1	15%	-2%	3%	0%	-3%	25%	2%	-7	3%	-7%	3%
O=C(c1ccc2c(=O)n(CCc3ccccc3)c(=O)[nH]c2c1)N1CCN(c2ccccc2)CC1	-1%	1%	-3%	-10%	0%	7%	17%	-1	9%	-5%	-1%
O=c1nc2n(c3ccccc13)Cc1ccccc1-2	-2%	nt	nt	10%	2%	-2%	2%	-3	nt	0%	nt
COCCN(C(=O)CSc1ncccn1)c1c(N)n(Cc2ccccc2)c(=O)[nH]c1=O	1%	-3%	-1%	19%	0%	-3%	1%	13	7%	19%	3%
OCC1CCCCN1CCNCc1cn[nH]c1-c1cccc2ccccc12 (stereo not given)	0%	-6%	7%	5%	2%	?	9%	-1	-24%	-5%	4%
O=C(NCC1CCCO1)c1cccc(Oc2c(Cl)cccc2[N+](=O)[O-])c1 (stereo not given)	13%	nt	-1%	-5%	1%	5%	-14%	-27	?	?	-2%
COc1ccc(C(=O)C2CCCN(C(=O)c3ccc4nccnc4c3)C2)c(C)c1 (stereo not given)	10%	3%	-4%	5%	3%	-3%	-3%	1	-10%	14%	-1%
O=C(CSc1n[nH]c(-c2ccccc2F)n1)Nc1cc(F)ccc1F	5%	-6%	-13%	-15%	-1%	10%	-2%	-9	-17%	-4%	-3%
CCOc1ccccc1N1CCN(S(=O)(=O)c2cccc3nsnc23)CC1	-6%	-7%	-2%	4%	-1%	11%	?	-14	-4%	-23%	-1%
COc1ccccc1N(CC(=O)NCC1CCCO1)C(=O)CNS(=O)(=O)c1ccccc1 (stereo not given)	4%	-3%	-2%	6%	-8%	0%	0%	-3	-25%	21%	2%
Cc1c(C(=O)Nc2ccc3nc(N4CCOCC4)sc3c2)oc2ccccc12	3%	5%	-3%	-27%	-11%	?	?	-22	6%	11µM*	-11%
CN(C)C(CNC(=O)c1ccc(NC(=O)CC#N)cc1)c1ccccc1 (stereo not given)	1%	3%	-1%	-1%	-1%	7%	-7%	-2	?	10%	20%

(cont.)
SMILES	AT treatment	TSG101-PTAP inh	TCR activator	Eya2 phos inh	Tb PFK inh	Mito fusion act	Chronic BCR inh	TSHR antagonist	a7 integrin act	ELG1 DNA repair	ASM inhibitor
O=C(CSc1nnc(-c2ccc(OC(F)F)cc2)o1)NC(=O)NCc1ccco1	4%	-2%	-2%	8%	-7%	2%	2%	-3	21%	4%	26%
COc1ccc(N2CCN(CC(=O)Nc3nc(C)cs3)CC2)cc1	9%	-1%	-2%	3%	-9%	-5%	5%	-5	-22%	3%	3%
CCOc1ccc(NC(=S)N2CCC(N(C)CCN3CCOCC3)CC2)cc1	2%	-3%	10%	-1%	-1%	-5%	0%	8	-6%	23%	9%
COC(=O)c1sccc1NC(=O)/C=C\c1ccc(Cl)cc1Cl	-2%	-2%	4%	-15%	2%	4%	7%	4	5%	?	1%
CCn1ccnc1CN(C)Cc1cn(-c2cccc(C)c2)nc1-c1cccc(F)c1	2%	-5%	3%	-5%	1%	-14%	?	5	-38%	?	-6%
COc1ccc(N/C(=C(/C(Cl)=C(Cl)Cl)[N+](=O)[O-])n2nnc3ccccc32)cc1	nt	nt	nt	11%	0%	1%	?	-5	nt	19%	nt
COc1ccccc1-c1nc(S(=O)(=O)c2ccccc2)c(N2CCOCC2)o1	15%	-1%	-5%	1%	26%	-6%	3%	4	-47%[inhibitor]	1%	1%
COc1ccc(C)cc1-n1nnnc1SCC(=O)NC1CC1	4%	-4%	4%	-1%	-7%	-4%	4%	-12	22%	10%	1%
CC(C)CCn1cnc2c(NCc3ccccc3)ncnc21	0%	-3%	1%	-33%	-2%	-1%	?	4	-24%	-29%	-1%
